Cycloheximide cs = counter-screen hit for Shiga toxin inhibitors, cycloheximide | cell reporter, cycloheximide protein synthesis inhibition counterscreen | max response, % | 300,000 compounds, 12% hits | AID 2314; in the data active = max response mostly above about 13%, no sharp cut-off; inactive = mostly below about 14%; also: read at 38.3 µM for the half of the compounds with a filed dose; 0% is about no effect
AmpC inh no detg = AmpC beta-lactamase inhibition without detergent | 330,000 compounds, 0.52% hits | AmpC nitrocefin hydrolysis, absorbance 480 nm, 0.0001% Triton | P00811 | Potency, µM (highest dose often 57.1 µM), inactives show at the top dose activity change, negative = inhibition, actives largely listed as inhibitors;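 also: potency is read from the fitted curve at half-maximal effect; plate controls were no compound for no effect and no enzyme for full effect; nearly all actives have a fitted effect of over 20% in size; some results filed as inactive show a strong effect at the top dose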
Target sequence (P00811 whole entry, looked up): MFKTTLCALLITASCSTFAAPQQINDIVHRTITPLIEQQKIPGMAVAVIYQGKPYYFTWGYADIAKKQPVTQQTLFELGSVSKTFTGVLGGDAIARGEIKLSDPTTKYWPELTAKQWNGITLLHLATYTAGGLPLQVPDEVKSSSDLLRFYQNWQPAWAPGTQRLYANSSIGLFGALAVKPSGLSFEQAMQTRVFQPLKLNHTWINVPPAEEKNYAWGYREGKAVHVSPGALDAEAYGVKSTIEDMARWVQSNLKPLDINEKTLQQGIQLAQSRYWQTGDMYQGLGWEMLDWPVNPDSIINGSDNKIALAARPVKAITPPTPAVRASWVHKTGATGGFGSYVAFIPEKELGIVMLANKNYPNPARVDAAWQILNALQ
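AmpC (5.3 nM in the dispensed reagent) in 20 mM phosphate pH 7.0 with 0.01% (detergent screen) or 0.0001% Triton X-100 was preincubated with compounds for 15 min at room temperature. Nitrocefin was then added from an 800 uM solution, and hydrolysis was followed at 480 nm.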
Tb PYK inh = inhibitors of Trypanosoma brucei pyruvate kinase; 410,000 compounds, 0.12% hits; TbPYK enzyme, Kinase-Glo Plus ATP luminescence, 45 min; Potency, µM (highest dose often 76.8 µM), without a hit: at the highest dose activity, negative = inhibition, usual class: inhibitors; Q57TT1; AID 624173; also: potency is read from the fitted curve at half-maximal effect; % is scaled to controls: 0 for no effect and ±100 for the full control effect; nearly all actives have a fitted effect of over 50% in size
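Quantitative HTS: titrated library compounds versus trypanosomal pyruvate kinase in TEA buffer (pH 7.2) containing KCl, MgCl2, BSA and Tween-20. Reactions were initiated with ADP, 130 uM final. Kinase-Glo Plus luminescence was read after 45 min at RT.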
LmPK inh = LmPK (Leishmania mexicana) enzyme inhibition. Q27686. purified LmPK, Kinase-Glo ATP luminescence, 1 h. Potency, µM (highest dose often 57.5 µM), inactives show at the top dose activity change, negative = inhibition, usual class: inhibitors. 290,000 compounds, 0.37% hits; also: potency is read from the fitted curve at half-maximal effect; % is scaled to controls: 0 for no effect and ±100 for the full control effect
Target sequence (Q27686 whole entry, looked up): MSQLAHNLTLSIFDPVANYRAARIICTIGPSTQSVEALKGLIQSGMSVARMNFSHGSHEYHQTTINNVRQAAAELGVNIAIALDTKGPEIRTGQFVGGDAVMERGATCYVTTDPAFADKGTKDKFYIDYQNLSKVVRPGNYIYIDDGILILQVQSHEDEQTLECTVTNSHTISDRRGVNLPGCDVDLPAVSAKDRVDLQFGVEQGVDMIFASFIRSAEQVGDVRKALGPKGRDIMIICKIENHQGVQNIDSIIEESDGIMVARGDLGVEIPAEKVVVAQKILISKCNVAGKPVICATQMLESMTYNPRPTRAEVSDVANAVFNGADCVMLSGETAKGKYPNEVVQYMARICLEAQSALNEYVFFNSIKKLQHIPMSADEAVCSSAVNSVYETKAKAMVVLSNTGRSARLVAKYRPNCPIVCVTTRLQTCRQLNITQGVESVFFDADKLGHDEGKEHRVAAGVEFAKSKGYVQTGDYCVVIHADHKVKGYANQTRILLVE
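In 50 mM imidazole pH 7.2 with 7 mM MgCl2, LmPK (0.1 nM) turned over PEP (0.5 mM) and ADP (0.1 mM) for 1 h at room temperature. Luciferase read-out of ATP.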
Pf growth 48h = inhibits P. falciparum growth in the first generation, 48 h. 310,000 compounds, 5.9% hits. Potency, µM (series often up to 28.7 µM), for the others: at the top dose activity change, negative = inhibition, usual class: inhibitors. P. falciparum luciferase growth in erythrocytes, 48 h; also: potency is read from the fitted curve at half-maximal effect; % is scaled to controls: 0 for no effect and ±100 for the full control effect
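Here the parasites carry a stable luciferase gene and grow inside erythrocytes in Albumax-based RPMI medium with compound for one erythrocytic cycle. Activity is scored as loss of luminescent signal.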
Shiga inhibitor = blocks Shiga toxin action in Vero cells. inhibition, % at 38.7 µM. 290,000 compounds, 9.2% hits. Vero cells, Shiga toxin protein synthesis inhibition reporter. AID 2315; in the data active = inhibition mostly above about 28%, no sharp cut-off; inactive = mostly below about 43%; also: 0% is about no effect
Pf growth 96h = P. falciparum growth inhibition at 96 hour, primary screen for plastid delayed-death inhibitors; P. falciparum luciferase reporter growth, 96 h; Potency, µM (highest dose often 28.7 µM), inactives show at the top dose activity change, negative = inhibition, most hits filed as inhibitors; 320,000 compounds, 6.9% hits; also: potency is read from the fitted curve at half-maximal effect; % is scaled to controls: 0 for no effect and ±100 for the full control effect
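Plates of compound plus infected erythrocytes (2% hematocrit, 0.05% parasitemia final) incubate 96 hours, 37 C, 5% CO2. Detection reagent added; reduced luminescence from the parasites' luciferase reporter flags inhibition.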
Active calls of the source: *; ? = inconclusive; . = no result given; & = joins results of further samples; [ ] = dose if it differs, or a comment. Unless noted, calls follow the shape of the dose curve; as a rule, active = well fitted curve in the direction sought with a large enough effect; inconclusive = small, poorly fitted or top-dose-only effect, or another doubt; inactive = no such curve, though single readings can be large; an effect the other way counts as inactive or inconclusive.

Under each structure – Cycloheximide cs, AmpC inh no detg, Tb PYK inh, LmPK inh, Pf growth 48h, Shiga inhibitor, Pf growth 96h
> O=C(Nc1ccccc1N1CCN(C(=O)c2ccccc2)CC1)c1ccc2c(c1)OCO2
    -1, 42%, 0%, 7%, ?, -7, .
> Cc1ccc(S(=O)(=O)C2(C(=O)N(C)C3CCCCC3)CC2)cc1
    3, 144%[activator], 1%, 0%, 3%, -17, 28%
> CC(C)(C)NC(=O)CN(CCN1CCOCC1)C(=O)CNS(=O)(=O)c1ccccc1
    -3, -8%, -9%, -6%, 9%, 1, 19%
> COc1cc(/C=N/Nc2ccccc2)ccc1OC(=O)c1cccs1
    35*, -25%, -11%, 0%, -17%, 61, ?
> O=C(CN1CCC(NC(=O)Nc2ccccc2-c2ccccc2)CC1)NCc1ccco1
    -2, 16%, 3%, 3%, ?, -3, -8%
> CCN(CC)C(=O)CSc1nnc(-c2ccc(S(=O)(=O)N3CCOCC3)cc2)n1C
    -4, 2%, -1%, -2%, -5%, 5, -20%
> COc1ccc(NC(=S)N/N=C2\CC(C)(C)Oc3ccc(OC)cc32)cc1
    3, -18%, -12%, 0%, ?, -3, ?
> CCCCN1C(C(=O)Nc2cc(C)on2)=C(O)c2ccccc2S1(=O)=O
    -2, -47%, -3%, -5%, ., -3, 4%
> CCOC(=O)c1[nH]c(C)c(C(=O)NC2CCN(C(=O)OCC)CC2)c1C
    -1, -1%, -2%, -7%, ?, -3, -1%
> Nc1ncnc2c1nc(SCCO)n2Cc1ccccc1
    -4, -3%, -3%, 5%, 22%, -17, -4%
> c1ccc(CNc2ncnc3sccc23)cc1
    -2, -24%, -2%, -2%, 21%, -3, 22%
> O=C(Nc1nc2ccc(S(=O)(=O)N3CCOCC3)cc2s1)c1cccs1
    18*, 14%, -8%, 6%, -13%, 39*, ?
> COc1cc(O)c(C(CC(=O)N2CCCC2)c2ccc(N(C)C)cc2)c(OC)c1 (stereo not drawn)
    -5&-5, -3%, -1%, 7%, ?, -8&-7, -24%
> CCCc1cc(C(=O)Nc2cccc(Cl)c2C)no1
    52*, -20%, -4%, -4%, 102%[activator], 66*, -17%
> CCCCNC(=O)CCn1c(=O)c2cccn2c2ccc(F)cc21
    -4, -20%, -7%&-1%, -4%, -28%, -2, 8%

A draw from above in order of number of heavy atoms, lowest first:
Under each structure – Cycloheximide cs, AmpC inh no detg, Tb PYK inh, LmPK inh, Pf growth 48h, Shiga inhibitor, Pf growth 96h
> c1ccc(CNc2ncnc3sccc23)cc1
    -2, -24%, -2%, -2%, 21%, -3, 22%
> CCCc1cc(C(=O)Nc2cccc(Cl)c2C)no1
    52*, -20%, -4%, -4%, 102%[activator], 66*, -17%
> Nc1ncnc2c1nc(SCCO)n2Cc1ccccc1
    -4, -3%, -3%, 5%, 22%, -17, -4%
> CCCCNC(=O)CCn1c(=O)c2cccn2c2ccc(F)cc21
    -4, -20%, -7%&-1%, -4%, -28%, -2, 8%
> COc1cc(/C=N/Nc2ccccc2)ccc1OC(=O)c1cccs1
    35*, -25%, -11%, 0%, -17%, 61, ?
> CCOC(=O)c1[nH]c(C)c(C(=O)NC2CCN(C(=O)OCC)CC2)c1C
    -1, -1%, -2%, -7%, ?, -3, -1%
> COc1ccc(NC(=S)N/N=C2\CC(C)(C)Oc3ccc(OC)cc32)cc1
    3, -18%, -12%, 0%, ?, -3, ?
> COc1cc(O)c(C(CC(=O)N2CCCC2)c2ccc(N(C)C)cc2)c(OC)c1 (stereo not drawn)
    -5&-5, -3%, -1%, 7%, ?, -8&-7, -24%
> CCN(CC)C(=O)CSc1nnc(-c2ccc(S(=O)(=O)N3CCOCC3)cc2)n1C
    -4, 2%, -1%, -2%, -5%, 5, -20%
> O=C(CN1CCC(NC(=O)Nc2ccccc2-c2ccccc2)CC1)NCc1ccco1
    -2, 16%, 3%, 3%, ?, -3, -8%

(more compounds)
Under each structure – Cycloheximide cs, AmpC inh no detg, Tb PYK inh, LmPK inh, Pf growth 48h, Shiga inhibitor, Pf growth 96h
> Cc1cc(C(=O)COc2ccc(Br)cc2F)c(C)n1C1CC1
    ., -30%, 1%, ., ?, ., ?
> O=C(NCC(=O)N1CCN(C(c2ccccc2)c2ccccc2)CC1)c1ccccc1F
    14, 24%, 2%, -3%, -22%, 15, -16%
> CCC(=O)Oc1c(S(=O)(=O)c2ccc(C)cc2)c(C)nn1C(C)(C)C
    -3, 38%, -3%, 3%, ?, -6, ?
> O=C(NC1CCCCCCC1)C1CCN(S(=O)(=O)N2CCC3(CC2)OCCO3)CC1
    -4, 0%, 1%, 9%, 4%, 13, ?
> COc1ccc(CNC(=O)C(Cc2ccccc2)n2cccc2)cc1 (stereo not drawn)
    -3, -20%, 5%, 7%, 9%, 13, 0%
> CC(=O)CC(=O)NC1C2CC3CC(C2)CC1C3 (stereo not drawn)
    1, 9%, -1%, -3%, ?, 11, -29%
> O=C(NC(c1ccccc1)c1ccccc1)C1CCCO1 (stereo not drawn)
    -2, -6%, 1%, 0%, 4%, -5, ?
> O=C(CCn1c(=O)sc2ccccc21)Nc1nc2ccccc2s1
    8, -25%, -13%, 9%, 7%, 18, 27%
> Cc1cc(C)c(OCCN2C(=O)NC(C)(C)C2=O)c(Cl)c1
    18, 63%[activator], ., 2%, ., 19, ?
> CN(CC(=O)Nc1cccc(F)c1)C(=O)c1cc(S(=O)(=O)N2CCCCC2)ccc1N1CCOCC1
    ., 205%[activator], -10%, ., ?, ., ?
> CCCCOc1ccc(C(=O)Nc2ccc3c(c2)OCO3)cc1
    18*, 0%, -2%, -1%, 44%[activator], 24, 26%
> CCC(=O)c1ccc(OC)c(OC)c1
    2, -15%, 2%, 5%, -6%, -16, 30%[activator]
> COc1ccc(OC)c(NC(=O)NNS(=O)(=O)c2ccc(C)cc2C)c1
    -4, -13%, 2%, 1%, 9%, -7, -13%
> O=C(Cn1cccc1C(=O)c1ccccc1)NCc1ccc2c(c1)OCO2
    29*, -2%, 0%, 5%, ?, 52*, 97%[activator]
> COC(=O)c1ccc(-c2cc(CC3(C(=O)OC)CCN(C(=O)OC(C)(C)C)CC3)on2)cc1
    -3, 8%, -6%, -6%, ?, 7, ?
> Cc1[nH]c(C)c(S(=O)(=O)N2CCCCC2)c1C(=O)N1CCCC1
    -3, -9%, -3%, 1%, 1%, -5, ?
> CCOC(=O)c1cccnc1NC(=O)c1ccccc1
    -2, 0%, -1%, -4%, 27%, -2, 17%
> CCC(C)(C)NC(=O)CSc1nc(Cc2ccccc2)nc2ccccc12
    1, 15%, 1%, 1%, ?, -3, ?
> O=C(Cn1c(=O)n(-c2ccccc2)c(=O)c2oc3ccccc3c21)Nc1ccccc1
    -2, -25%, 5%, 1%, -5%, -13, ?
> COc1cc(NC(=O)c2cccnc2)ccc1NC(=O)c1ccccc1Cl
    -2, -5%, 7%, 0%, -2%, -5, 1%
> CCOCCCNC(=O)C(NC(=O)c1ccccc1O)c1ccc(Cl)cc1 (stereo not drawn)
    -2, -8%, 3%, 1%, 5%, -2, ?
> Cc1cc(C)nc(OC(=O)c2c(Cl)cc(Cl)cc2Cl)n1
    7, 24%, 1%, 0%, -18%, -5, -19%
> C=CCC1(Nc2ccccc2)CC(C)N(C)CC1C (stereo not drawn)
    1, 2%, 3%, 0%, 0%, -1, 19%
> O=C(CCN1CCN(c2ccc(Cl)cc2)CC1)Nc1nccs1
    13, -14%, -15%, 10%, ?, -9, .
> COC(=O)c1cccc(NC(=O)c2cc(OC)c(OC)c(OC)c2Br)c1
    5, 2%, -2%, 4%, 6%, 20, 277%[activator]
> O=C(NCCCn1ccnc1)c1ccc(Br)cc1
    -5, -15%, 1%, -1%, 11%, -6, 0%
> COc1ccc(/C=N/NC(=O)c2ccc(Cl)cc2Cl)cc1COC(C)=O
    -2, 0%, 6%, 3%, 10%, 9, 11%
> C=CCN1C(=O)S/C(=C\c2ccc3c(c2)n(C)c(=O)n3C)C1=O
    7, -5%, -4%, -3%, 34%[activator], -8, 0%
> CCOc1ccc(NC(=O)c2c(NC(=O)CN3CCN(C)CC3)sc3c2CCC3)cc1
    -3, 12%, ., 4%, ?, -7, -17%
> CCC(=O)Nc1cccc(C2=NOC3(C2)C[C@@H](C(N)=O)N(C(=O)CC(c2ccccc2)c2ccccc2)C3)c1 (stereo partly drawn)
    -2, 182%[activator], 3%, 3%, ?, -9, ?
> O=C(NCCNCCO)c1c(O)c2cccc3c2n(c1=O)CCC3
    1, 0%, -6%, 0%, -30%, -25, .
> COC1CCCCC1Nc1cc(C)ccc1C (stereo not drawn)
    1, -5%, 0%, -10%, 7%, 2, -9%
> COc1ccc(-c2cn(CCO)c(CCN)n2)cc1
    ., -22%, -6%, ., 12%, ., 74%[activator]
> COc1ccc(N(CC(=O)NCC2CCCO2)S(=O)(=O)c2c(C)noc2C)cc1 (stereo not drawn)
    0, 26%, 2%, 1%, 6%, -6, 41%[activator]
> OC(CNCc1ccccc1F)(c1ccc(F)cc1)c1ccc(F)cc1
    14, -11%, -6%, -1%, ?, 23, ?
> Cc1ccsc1/C=N/Nc1ccc(F)cc1F
    44*, -43%, -3%, -5%, ?, 91*, ?
> Cc1cccc(Cn2c(C)nc3c(N)c(C)c(C)cc32)c1
    -3, 99%[activator], 2%, -3%, 10µM*, -12, ?
> COc1cc(CNc2cc(C)ccc2C)cc(OC)c1OC
    13, 16%, 7%, -3%, 5.2µM*, -10, ?
> Cc1ccc2[nH]c(C)c(/C=C/c3cc[n+](C)cc3)c2c1
    -1, 29%, 1%, 1%, ?, 16, 32%[activator]
> Cc1nc2nc(SCc3ccccc3)[nH]n2c(=O)c1C
    1, -10%, 4%, 0%, ?, 30, -6%
> CC(C)C(=O)Nc1cccc(C(=O)Nc2cc([N+](=O)[O-])ccc2F)c1
    -4, -25%, 10%, -1%, 11%[5.75 µM], -7, -24%
> O=C(COC(=O)CN1C(=O)c2ccccc2C1=O)Nc1cccc(F)c1
    ., -9%, -6%, ., -2%, ., 4%
> CCOCC(=O)N1CCN(Cc2ccc3c(c2)OCO3)CC1
    1, -7%, 8%, 0%, 7%, -4, -14%
> CS(=O)(=O)c1ccc(NC(=O)C2CCCN(C(=O)c3ccc(Cl)cc3)C2)cc1 (stereo not drawn)
    ., -1%, 1%, ., ?, ., ?
> O=C(c1cc(F)ccc1F)C1CCCN(Cc2cccc(Cl)c2)C1 (stereo not drawn)
    -4, -4%, 0%, -6%, -18%, -6, 1%
> CC(=O)N/C(=C\c1ccc2c(c1)OCO2)C(=O)NC(C(=O)O)c1ccccc1 (stereo not drawn)
    2, -14%, 1%, 6%, 14%, 5, 34%
> CC(NC(=O)/C=C/c1ccco1)c1nc2ccccc2n1Cc1ccccc1F (stereo not drawn)
    27*, -26%, 10%, 0%, ?, 60, 10µM*
> COC(=O)CCCN1C(=O)c2cccc3cccc(c23)C1=O
    24*, 0%, -13%, 1%, 3%, 28, ?
